# High-throughput results: PubChem BioAssay, National Center for Advancing Translational Sciences (NCATS)
# Eya2 inh – inhibitors of human Eya2 phosphatase activity; recombinant Eya2, OMFP fluorescence dephosphorylation (OMFP is methylfluorescein phosphate); O00167; AID 488837; Potency, µM (series often up to 76.9 µM), for inactives: at the top dose activity, negative = inhibition, most hits filed as inhibitors; hit rate 0.006% among 330,000; also: potency is read from the fitted curve at half-maximal effect; % is scaled to controls: 0 for no effect and ±100 for the full control effect
#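 Eya2 (0.2 uM) preincubated 10 min at ambient with compound, then OMFP substrate added at 50 uM; 10 min reaction in 50 mM HEPES pH 7.5, 50 mM NaCl, 5 uM MgCl2, 0.05% BSA, 1 mM DTT. Fluorescence read at Ex 485/Em 525 nm.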
# A-T KAP1 phos – candidate therapy for ataxia-telangiectasia. […] A-T fibroblasts, KAP-1 phosphorylation AlphaLISA; neocarzinostatin DNA damage 30 min before lysis. Potency, µM (doses to about 57.5 µM), inactives show at the highest dose activation, usual class: activators. hit rate 0.19% among 320,000. AID 485349; also: potency is read from the fitted curve at half-maximal effect; % of control where 0% means no effect; nearly all actives have a fitted effect of over 45% in size
#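 hTERT-immortalized A-T patient fibroblasts ([…]), 500 cells/well in OPTI-MEM, 1% FBS, got compounds for 60 min, then NCS for 30 min at 37C. Lysates were then assayed for phospho-KAP-1 by AlphaLISA (anti-pKAP1 donor, anti-KAP1 acceptor beads), 6 hr at 25C.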
# KCNH2 3.1 inh – inhibitors of human KCNH2 3.1 potassium channel isoform; U2OS KCNH2 3.1, thallium flux FluxOr; hits give low values; activity change, % (tested at about 1.8 µM); hit rate 0.95% among 340,000; AID 720553;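 active = maximum activity change below -70%; inconclusive = maximum activity change from -70% to -50%; inactive = maximum activity change above -50%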;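 also: thallium influx rate constant from kinetic fluorescence after stimulation buffer; % is scaled to controls: 0 for no effect and ±100 for the full control effect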
#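 Measured as rate of thallium-driven FluxOr signal in transduced U2OS cells carrying the 3.1 channel, read kinetically for 2 min upon stimulation; values are rate constants scaled to DMSO control wells.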
# TCR activator – activators of T cell receptors | primary human leukocytes, anti-CD3, IL-2 HTRF, 48 h | Potency, µM (series often up to 9.22 µM), without a hit: at the top dose activation of IL-2 secretion, hits mostly activators | 330,000 tested, under 10 active | AID 504894; also: % of control where 0% means no effect
#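 Primary human leukocytes were stimulated with a-CD3 beads plus compounds for 48 hr without co-stimulation; secreted IL-2 was quantified by HTRF using a-IL-2-K (europium cryptate) and a-IL-2-d2, excited at 320nm with acceptor emission read at 665nm.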
# USP2a block – USP2a (human) protease inhibition. AID 463254. USP2 core, Ub-CHOP2 coupled fluorogenic reporter, 485/531. Potency, µM (titrated, usually from 38.3 µM), without a hit: top-dose activity change, negative = inhibition, usual class: inhibitors. hit rate 0.01% among 330,000. O75604;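 also: potency is read from the fitted curve at half-maximal effect; plate controls were DMSO wells for no effect and full inhibition by NEM control for full effect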
# Target sequence (O75604 whole entry, looked up): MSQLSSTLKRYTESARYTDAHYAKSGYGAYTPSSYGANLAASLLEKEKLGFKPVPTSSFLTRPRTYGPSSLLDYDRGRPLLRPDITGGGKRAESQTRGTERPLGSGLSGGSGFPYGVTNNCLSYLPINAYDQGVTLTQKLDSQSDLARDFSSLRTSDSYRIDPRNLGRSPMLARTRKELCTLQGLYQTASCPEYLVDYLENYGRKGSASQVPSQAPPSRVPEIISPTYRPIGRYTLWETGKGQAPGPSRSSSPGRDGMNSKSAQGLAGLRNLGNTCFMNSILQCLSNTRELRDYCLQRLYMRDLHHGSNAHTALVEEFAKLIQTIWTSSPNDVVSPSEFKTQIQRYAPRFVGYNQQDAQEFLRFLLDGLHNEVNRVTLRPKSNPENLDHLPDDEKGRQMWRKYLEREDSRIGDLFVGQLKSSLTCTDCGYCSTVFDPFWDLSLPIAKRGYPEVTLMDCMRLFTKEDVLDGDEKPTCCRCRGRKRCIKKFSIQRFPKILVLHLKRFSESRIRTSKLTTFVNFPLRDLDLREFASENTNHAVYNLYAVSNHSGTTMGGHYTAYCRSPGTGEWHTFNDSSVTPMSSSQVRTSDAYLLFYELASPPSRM
#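 Cell-free coupled assay: 10nM USP2 core preincubated 30min RT with compound in Tris-HCl pH 8.0/CaCl2/CHAPS buffer, then 25nM Ub-CHOP2 and 25nM reporter substrate; fluorescence (Ex 485/Em 531) read after 60min RT, normalized to NEM inhibition, concentration-response curves fitted.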
# hERG WT inh – inhibitors of human wildtype KCNH2 potassium channel; hit rate 0.37% among 340,000; activity change, % at 1.84 µM; U2OS, BacMam KCNH2, thallium flux FluxOr; hits give low values; AID 720551;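 active = maximum activity change below -70%; inconclusive = maximum activity change between -70% and -50%; inactive = maximum activity change above -50%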; also: % is scaled to controls: 0 for no effect and ±100 for the full control effect
#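 U2OS cells were transduced with wild-type KCNH2 virus (2.03 x 10^8 / mL) for 4 h at room temperature, then cultured overnight at 37 C. Thallium flux was read with FluxOr dye. Rate constants were normalized to DMSO controls.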
# TRPV1 ag – agonists of human vanilloid receptor 1 (TRPV1). Q8NER1. TRPV1-expressing cells, Fluo-8 calcium influx, agonist mode. activation, % at 8.33 µM. hit rate 0.19% among 320,000; in the data active = activation above about 80%; inconclusive = between about 30% and that limit; also: 0% is about no effect
#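 Fluo-8 calcium influx in TRPV1-expressing cells, kinetic read (ex 480/em 520 nm). Compound added and read 3 min for agonist activity, followed by capsaicin at EC20 final and 2 min further read for enhancement.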
# Mito fusion yeast – blocks mitochondrial division or promotes mitochondrial fusion. S. cerevisiae fusion-defective mutant growth rescue, CellTiterGlo 48 h. Potency, µM (top dose mostly 46.1 µM), for the others: at the top dose growth rescue (activation), hits mostly activators. hit rate 0.23% among 320,000. AID 485298;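 also: potency is read from the fitted curve at half-maximal effect; % of control where 0% means no effect; nearly all actives have a fitted effect of over 45% in size; temperature-sensitive fusion mutants such as fzo1-1 at 37 °C on non-fermentable ethanol glycerol medium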
#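 Yeast fusion mutant, YPEG (non-fermentable carbon), compound, 48 h at 37C non-permissive; CellTiterGlo added, 10 min RT, luminescence read. Rescued growth = division inhibition.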
# ELG1 repair inh – inhibitors of ELG1-dependent DNA repair in HEK293T cells; hit rate 2.3% among 330,000; AID 504467; HEK293T ELG1-luciferase reporter, luminescence, 16 h; DNA damage induced by 5-fluorouridine; Potency, µM (top dose mostly 46.1 µM), for the others: at the top dose activity change, negative = inhibition, most hits filed as inhibitors; also: potency is read from the fitted curve at half-maximal effect; % is scaled to controls: 0 for no effect and ±100 for the full control effect; nearly all actives have a fitted effect of over 55% in size
#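 DMSO vehicle served as the neutral condition. Each well held 2,000 cells given 5-fluorouridine plus compound; after 16 hr at 37 °C/5% CO2, ONE-Glo was added and luciferase measured 30 min later.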
# TSHR antag – human thyrotropin receptor antagonism; P16473; TSHR-expressing cells, TSH-stimulated cAMP HTRF, 2 h; hits give low values; activity change, negative = inhibition, % at 11.5 µM; hit rate 0.2% among 330,000; AID 504810;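 active = activity change below a set negative limit, meaning inhibition stronger than a set level, cut at about -70% in these data; inconclusive = activity change between two set negative limits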; also: % is scaled to controls: 0 for no effect and ±100 for the full control effect
#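 Cell-based HTRF cAMP assay; TSHR cells + compound, TSH EC80 (4nM final), 2 h, 37 deg C. Lysis with anti-cAMP cryptate and cAMP-d2, 30 min RT, read 665/620 nm.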
# The depositor's hits bear a star; u = inconclusive; x = not tested or not shown; [ ] = dose if it differs, or a comment. Unless noted, calls follow the shape of the dose curve; as a rule, active = well fitted curve in the direction sought with a large enough effect; inconclusive = small, poorly fitted or top-dose-only effect, or another doubt; inactive = no such curve, though single readings can be large; an effect the other way counts as inactive or inconclusive. An excerpt, so the mix of outcomes need not match the whole.
# Order of results – Mito fusion yeast	TSHR antag	A-T KAP1 phos	TRPV1 ag	KCNH2 3.1 inh	Eya2 inh	TCR activator	ELG1 repair inh	hERG WT inh	USP2a block
- Cc1ccc(N2C(=O)c3ccc(C(=O)N4CCN(c5cccc(C)c5C)CC4)cc3C2=O)cc1
 : -1%	-7	3%	2	-2	2%	3%[46.1 µM]	u	8	0%
- O=C(Nc1ccccc1C(=O)OCn1nnc2ccccc2c1=O)c1ccco1
 : -3%	-10	7%	2	-13	-2%	-1%	12%	3	2%
- CCOc1ccc(NC(=O)CC2C(=O)N(CC)C(=S)N2NC(=O)c2ccncc2)cc1 (stereo not drawn)
 : u	-6	-9%	-2	-3	-19%	-2%	-6%	15	-1%
- COc1cccc(OC)c1C(=O)Nc1ccc2nc(C)c(C)nc2c1
 : 2%	-10	4%	0	-7	-10%	-8%	15%	7	0%
- CCOCCCNC(=O)C1CCCN1C(=O)NC1CCCCC1 (stereo not drawn)
 : -2%	4	2%	-6	-8	10%	x	1%	-6	-1%
- COc1ccc(CNC(=O)c2cc(S(=O)(=O)N3CCCCC3)ccc2Cl)cc1OC
 : x	-14	17%	x	-12	-8%	-10%[46.1 µM]	6.5µM*	4	2%
- CCN(CCCNC(=O)CCn1c(=O)[nH]c2ccccc2c1=O)c1ccccc1
 : 1%	-7	x	6	-5	1%	-10%	-17%	3	0%
- C[C@H]1CN([C@@H](C)CO)C(=O)c2cc(NC(=O)Nc3cccc4ccccc34)ccc2O[C@@H]1CN(C)Cc1ccc(-c2ccccc2)cc1
 : x	-13	-3%	x	0	-7%	0%	6%	5	3%
- O=c1cnn(Cc2ccc(F)cc2)c2ccccc12
 : -18%	10	-2%	0	9	2%	-3%	4%	-5	1%
- CC(C)c1cc(C(=O)N2CCN(C(c3ccccc3)c3ccccc3)CC2)no1
 : u	-8	6%	u	1	-8%	x	-12%	-7	-2%
- CC(C)CN(C(=O)c1ccc(Br)o1)C1CCS(=O)(=O)C1 (stereo not drawn)
 : 1%	-8	-9%	-2	-7	-14%	0%	9%	-1	0%
- CCN(C(=O)c1ccc2c(c1)OCO2)C1CCS(=O)(=O)C1 (stereo not drawn)
 : 5%	11	-2%	4	-6	-4%	-1%	u	-1	0%
- O=C(c1ccc(OC2CCN(CCc3ccccc3)CC2)cc1)N1CCCC(O)C1 (stereo not drawn)
 : 4%	-12	-3%	-3	-1	-3%	-4%	-1%	9	1%
- COC(=O)c1ccc(CNC(=O)COC(=O)CCC(=O)c2ccc(F)cc2)cc1
 : x	-8	7%	x	6	3%	1%	6%	-1	1%
- Cc1ccc2c(Cl)cc(Cl)c(OCC(=O)O)c2n1
 : 4%	0	4%	1	-2	9%	x	11%	-14	1%
- CC(C)N1CC(COc2ccc(Cl)cc2Cl)OC1=O (stereo not drawn)
 : -3%	-3	3%	-1	-4	-11%	4%	u	2	1%
- COc1ccccc1NC(=O)NC1CCCCCCC1
 : 2%	-5	1%	23	-1	-11%	-5%	u	6	1%
- O=C(O)CC(CC(=O)N1CCN(C(=O)c2ccco2)CC1)c1ccccc1 (stereo not drawn)
 : 0%	-3	4%	-5	3	-4%	4%	13%	-9	0%
- COC(=O)CCC(=O)OC1(C)C(=O)C=C2C=C(C3CC3)N(CCN3CCOCC3)C=C2C1=O (stereo not drawn)
 : 3%	-7	0%	3	1	-1%	-1%	2%	4	0%
- Cc1c(OC(C)C(=O)NC2CC(C)(C)NC(C)(C)C2)ccc2c3c(c(=O)oc12)CCC3 (stereo not drawn)
 : -11%	2	6%	-2	25	7%	3%	u	-13	2%
- Cc1ccc(S(=O)(=O)NC(=O)Nc2ccccc2F)cc1
 : 2%	27	4%	4	19	-3%	-3%[46.1 µM]	1%	-7	0%
- CCC(C)[C@H]1CNC(=S)N1CCC12CC3CC(CC(C3)C1)C2 (stereo partly drawn)
 : -11%	-4	u	u	x	-19%	7%	-14%	x	2%
- O=C(c1ccccc1)N1CCCC(C(=O)N2CCCCCC2)C1 (stereo not drawn)
 : 0%	8	-1%	4	5	5%	-9%	1%	-7	0%
- CCOC(=O)C1CCCN(C(=O)c2ccc(OC)c([N+](=O)[O-])c2)C1 (stereo not drawn)
 : 1%	9	-7%	-2	3	-16%	-3%[46.1 µM]	0%	-3	1%
- COc1ccccc1CNC(=O)COC(=O)c1c(C)nn(-c2ccccc2)c1Cl
 : -3%	-6	9%	u	15	3%	4%	u	2	-1%
- COCCCNC(=O)c1cn(C)c(=O)c2c1c1ccccc1n2C
 : -10%	-5	-2%	1	24	2%	-1%	-6%	-2	3%
- Cc1cc(C)c(C#N)c(N2CCC(C(N)=O)CC2)n1
 : 7%	0	7%	5	20	-3%	-11%	-3%	-8	0%
- COc1ccc(CCC(=O)Nc2cccc(S(=O)(=O)N(C)C)c2)cc1OC
 : -8%	9	6%	3	6	2%	-1%[46.1 µM]	u	1	-1%
- Cc1cc(NC(=O)CSc2ncn[nH]2)no1
 : -5%	6	-1%	1	1	0%	-1%	10%	-5	0%
- Cc1cc(NC(=O)c2ccc(S(=O)(=O)N3CCc4ccccc43)cc2)no1
 : -3%	-7	-5%	15	3	6%	1%	u	-2	2%
- Cc1nc(Nc2ccccc2Br)c2nnn(Cc3ccccc3)c2n1
 : -1%	7	4%	17	-4	4%	x	-1%	4	-2%
- CCOc1ccccc1C(=O)NC(C(=O)Nc1cccc(S(N)(=O)=O)c1)C(C)C (stereo not drawn)
 : -1%	6	1%	-6	4	13%	-1%	-2%	6	-4%
- CCOc1ccc(N2C(=O)C3CC(C)=C(C)CC3C2=O)c([N+](=O)[O-])c1 (stereo not drawn)
 : -6%	45	-6%	12	3	-13%	x	16%	-4	-2%
- CC(C(=O)OCn1nnc2ccccc2c1=O)N1C(=O)c2ccccc2C1=O (stereo not drawn)
 : 3%	2	1%	2	6	-16%	-5%	14%	-12	-1%
- NC(=S)NNc1cc(Cl)cc(Cl)c1
 : 11%	-5	2%	-1	0	-17%	-3%	-20%	2	6%
- CNC(=O)CSCc1cnn(-c2ccccc2)c1-n1cccc1
 : 0%	7	x	-1	12	4%	-54%	u	-3	-4%
- CCOC(=O)C1CCN(C(=O)N(C)C)CC1
 : -5%	37	0%	4	-8	-12%	5%	1%	1	-4%
- COC(=O)c1c(C)c[nH]c1C
 : -2%	7	-16%	1	-2	3%	-1%	-7%	2	2%
- Oc1c(Br)cc(/C=N/NC(=S)NCc2ccco2)cc1Br
 : 3%	-8	-15%	-3	-12	-3%	-2%	9%	7	3%
- COC(=O)c1cc(C)nc(N)c1C#N
 : -1%	2	x	-3	8	20%	1%	u	0	2%
- CCCCCCCC(=O)NNC(=O)c1ccc([N+](=O)[O-])cc1
 : 7%	1	0%	-3	1	6%	0%	-3%	-27	1%
- O=C(NCc1ccc2c(c1)OCO2)C1Cc2ccccc2CN1C(=O)c1ccco1 (stereo not drawn)
 : 2%	3	-2%	2	-2	-7%	-6%	-3%	2	1%
- CCN(CC)S(=O)(=O)c1ccc(F)c(C(=O)NCCCN2CCOCC2)c1
 : 3%	13	2%	4	2	16%	8%	-3%	-4	-1%
- O=C(O)c1ccc2c(c1)C(=O)N(Cc1ccccc1)C2=O
 : -3%	-4	-5%	0	10	-14%	2%	7%	15	-1%
- COc1ccc(S(=O)(=O)Nc2ccc(S(=O)(=O)N(C)C)cc2)cc1[N+](=O)[O-]
 : -4%	3	2%	4	6	16%	3%[46.1 µM]	14%	2	-1%
- CCc1ccccc1S(=O)(=O)Cc1ccc(C(=O)N2CCN(c3ccccc3OC)CC2)o1
 : 4%	-14	6%	4	7	13%	4%	23µM*	13	-1%
- OCC1(CCc2ccccc2)CCN(Cc2ccc3nsnc3c2)CC1
 : 14%	1	-7%[11.5 µM]	11	-24	1%	-6%	-14%	15	-7%
- COc1cccc(C2N(c3cccc(Cl)c3)C(=O)C3CCCN32)c1 (stereo not drawn)
 : -1%	-2	6%	1	2	0%	5%	5%	-4	4%
- COc1ccc(/C=C/C(=O)NC(=S)NNC(=O)Cc2cccs2)cc1
 : -9%	-19	x	-1	3	9%	0%	u	5	-6%
- COCC(C)NS(=O)(=O)c1ccc(NC(=O)C(Cc2ccccc2)NC(N)=O)cc1 (stereo not drawn)
 : 4%	0	0%	0	4	8%	-5%	-6%	-8	3%
- COC(=O)c1c(C)oc2ccc(N(C(=O)c3ccncc3)S(=O)(=O)c3ccccc3)cc12
 : 12%	-13	6%	-1	-4	6%	2%	-11%	-11	3%
- COc1ccc(OC)c(NC(=O)CCS(=O)(=O)c2cc3c(cc2C)NC(=O)CO3)c1
 : -14%	11	13%	2	-2	7%	-2%	6%	-6	-5%
